APE1 inh: APE1 (human) endonuclease inhibition. recombinant APE1, TAMRA/BHQ-2 abasic DNA cleavage fluorescence. Potency, µM (top dose mostly 65.8 µM), for inactives: at the top dose activity change, negative = inhibition, hits mostly inhibitors. hit rate 0.35% among 350,000. AID 2517;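 further: plate controls were vehicle for no effect and reference inhibitor for full effect; nearly all actives have a fitted effect of over 55% in size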
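Step 1: APE1 (0.75 nM) with compound, 15 min RT. Step 2: add 50 nM fluorophore/quencher THF duplex. Step 3: three fluorescence reads 60 s apart (525/598 nm); read 3 minus read 1 = reaction progress.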
POLK inh: DNA polymerase kappa (human) inhibition. Q9UBT6. purified Pol kappa, fluorescent DNA synthesis assay, 10 min. Potency, µM (highest dose often 107 µM), without a hit: top-dose activity, negative = inhibition, usual class: inhibitors. hit rate 0.53% among 400,000; further: on the % scale 0 is the no-effect control and ±100 the full control effect
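Fluorescent qHTS in 1536-well format: enzyme (10 nM) and compound sat 15 min at room temperature before 50 nM substrate (final) was added. Signal taken at 0 and 10 min; no-enzyme buffer wells were negative controls.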
BAZ2B inh: blocks human BAZ2B. AlphaScreen BAZ2B-H3K14Ac peptide displacement. Potency, µM (highest dose often 114 µM), inactives show at the highest dose activity change, negative = inhibition, most hits filed as inhibitors. hit rate 4.4% among 360,000. AID 504333; further: on the % scale 0 is the no-effect control and ±100 the full control effect; nearly all actives have a fitted effect of over 60% in size
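In this displacement format the biotinylated H3(5-23) peptide acetylated at Lys14 serves as ligand at 50 nM, with BAZ2B at 50 nM in PBS pH 7.4 containing 0.01% Tween-20. Donor and acceptor beads are 10 ug/mL final.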
BLM helicase inh: inhibitors of human Bloom syndrome helicase BLM. P54132. recombinant BLM DNA unwinding, fluorescence dequenching. Potency, µM (titrated, usually from 56.1 µM), without a hit: at the top dose activity change, negative = inhibition, usual class: inhibitors. hit rate 0.2% among 350,000;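 further: plate controls were vehicle for no effect and no enzyme for full effect; nearly all actives have a fitted effect of over 35% in size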
Target sequence (P54132 whole entry, looked up): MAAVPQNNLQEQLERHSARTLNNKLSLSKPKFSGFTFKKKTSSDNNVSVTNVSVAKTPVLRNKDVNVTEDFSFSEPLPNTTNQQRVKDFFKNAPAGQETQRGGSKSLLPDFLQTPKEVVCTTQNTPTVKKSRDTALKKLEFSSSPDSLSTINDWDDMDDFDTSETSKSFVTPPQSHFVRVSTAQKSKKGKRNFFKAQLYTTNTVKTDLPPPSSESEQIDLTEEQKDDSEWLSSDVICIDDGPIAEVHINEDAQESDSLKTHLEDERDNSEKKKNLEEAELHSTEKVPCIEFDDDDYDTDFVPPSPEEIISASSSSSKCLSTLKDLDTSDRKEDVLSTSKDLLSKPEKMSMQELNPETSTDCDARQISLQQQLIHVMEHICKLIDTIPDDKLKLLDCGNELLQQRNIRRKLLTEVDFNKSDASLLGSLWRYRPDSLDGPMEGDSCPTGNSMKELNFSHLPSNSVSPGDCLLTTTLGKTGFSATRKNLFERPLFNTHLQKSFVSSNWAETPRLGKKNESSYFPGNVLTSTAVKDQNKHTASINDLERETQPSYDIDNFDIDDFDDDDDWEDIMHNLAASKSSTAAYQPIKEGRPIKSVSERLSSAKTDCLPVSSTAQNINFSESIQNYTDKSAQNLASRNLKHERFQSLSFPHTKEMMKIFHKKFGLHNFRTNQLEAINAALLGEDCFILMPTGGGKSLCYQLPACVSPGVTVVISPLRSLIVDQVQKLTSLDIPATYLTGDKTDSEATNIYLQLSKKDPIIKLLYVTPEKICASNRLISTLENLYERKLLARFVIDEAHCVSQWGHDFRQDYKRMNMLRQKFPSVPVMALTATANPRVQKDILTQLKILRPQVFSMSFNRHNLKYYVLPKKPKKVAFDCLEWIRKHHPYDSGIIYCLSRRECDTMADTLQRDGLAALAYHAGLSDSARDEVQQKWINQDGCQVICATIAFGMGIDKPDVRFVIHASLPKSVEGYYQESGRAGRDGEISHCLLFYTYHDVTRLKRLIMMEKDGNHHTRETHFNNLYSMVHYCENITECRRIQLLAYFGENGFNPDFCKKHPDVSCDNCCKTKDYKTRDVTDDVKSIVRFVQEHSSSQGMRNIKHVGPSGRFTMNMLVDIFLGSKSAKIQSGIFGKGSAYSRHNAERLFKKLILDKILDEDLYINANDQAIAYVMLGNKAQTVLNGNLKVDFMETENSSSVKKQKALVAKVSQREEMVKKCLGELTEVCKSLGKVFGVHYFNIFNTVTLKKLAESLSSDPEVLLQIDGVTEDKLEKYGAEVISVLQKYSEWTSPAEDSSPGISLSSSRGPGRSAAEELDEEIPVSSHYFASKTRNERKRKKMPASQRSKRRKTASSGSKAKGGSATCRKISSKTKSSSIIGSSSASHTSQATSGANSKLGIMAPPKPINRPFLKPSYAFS
Pol eta inh: inhibitors of human DNA polymerase eta; Q9Y253; recombinant Pol eta, fluorescent DNA replication assay; Potency, µM (highest dose often 114 µM), without a hit: at the highest dose activity change, negative = inhibition, actives largely listed as inhibitors; hit rate 1.2% among 390,000; further: on the % scale 0 is the no-effect control and ±100 the full control effect
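Pol eta (10 nM) was preincubated with compounds for 15 min at room temperature, after which fluorescent replication substrate (50 nM final) was added to start the reaction. Fluorescence was read kinetically at 0 and 10 min.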
G9a block: blocks human histone lysine methyltransferase G9a; Q96KQ7; G9a H3K9 monomethylation, AlphaScreen, 2 h; Potency, µM (titrated, usually from 102 µM), without a hit: top-dose activity, negative = inhibition, most hits filed as inhibitors; hit rate 8.8% among 350,000; further: on the % scale 0 is the no-effect control and ±100 the full control effect; nearly all actives have a fitted effect of over 75% in size
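Signal arises when biotinylated H3K9 peptide, once monomethylated, bridges streptavidin donor and antibody-captured acceptor beads. Enzyme at 20 nM was preincubated 15 min with test compounds; peptide 500 nM and SAM 20 uM then reacted for 2 h.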
Anesthetic bind: binds horse apoferritin like a general anesthetic; P02791; apoferritin/1-aminoanthracene competitive binding, fluorescence; Potency, µM (highest dose often 77.5 µM), for inactives: at the highest dose activity change, negative = displacement, actives largely listed as inhibitors; hit rate 0.074% among 350,000; further: on the % scale 0 is the no-effect control and ±100 the full control effect; nearly all actives have a fitted effect of over 20% in size
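Apoferritin-based anesthetic binding model; compound displacement of fluorescent 1-AMA measured as endpoint fluorescence after 10 minutes at room temperature, scaled to free-ligand and complex controls.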
Pol iota inh: DNA polymerase iota (human) inhibition; Potency, µM (doses to about 115 µM), for the others: at the top dose activity, negative = inhibition, usual class: inhibitors; Q9UNA4; hit rate 1% among 390,000; AID 588590; Pol iota fluorescent replication assay, 10 min
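Pol iota at 10 nM preincubated 15 min with compounds at room temperature; reaction started with fluorescent substrate, 50 nM final. Fluorescence read kinetically at 0 and 10 min; buffer-only wells as negative control.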
Pol beta inh: blocks human DNA polymerase beta activity; Potency, µM (titrated, usually from 114 µM), inactives show top-dose activity change, negative = inhibition, most hits filed as inhibitors; AID 485314; hit rate 1.3% among 340,000; Pol beta primer extension/strand displacement, fluorescence kinetic; further: on the % scale 0 is the no-effect control and ±100 the full control effect
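Human Pol beta at 10 nM; strand-displacement substrate 50 nM final. Compound exposure 15 min at room temperature before start, reaction 10 min at room temperature.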
Starred values were filed as active, the others as inactive; ? = inconclusive; . = not tested or not shown; [ ] = remark or other dose. The call rests on the fitted dose curve; in most records, active means well fitted curve in the direction sought with a large enough effect; inconclusive means small, poorly fitted or top-dose-only effect, or another doubt; inactive means no such curve, though single readings can be large; an effect the other way counts as inactive or inconclusive. Potency means the concentration at half of the fitted maximal effect. The list is partial. The share of hits here may be higher or lower than overall.

molecule	APE1 inh	POLK inh	BAZ2B inh	BLM helicase inh	Pol eta inh	G9a block	Anesthetic bind	Pol iota inh	Pol beta inh
COc1ccccc1N1C(=O)c2cccnc2C1=O	25%	-3%	?	-3%	1%	3%	-9%	16%	14%
COC(OC)c1ccnc(SCc2ccccc2Cl)n1	7%	-8%	22%	-3%	-1%	.	0%	107%[activator]	0%
O=C(O)CSc1nnc(NC(=O)c2ccc3c(c2)OCO3)s1	-5%	-8%	-38%	0%	-20%	-25%	-4%	28%	78%
CSCCC(NC(=O)c1ccc(Cl)cc1Cl)C(=O)NNC(=O)c1csc(N2CCOCC2)n1 (stereo unspecified)	4%	-18%	-2%	-2%	-4%	.	-4%	12%	16%
COc1ccc(C(O)(CCc2ccccc2)CCN2CCCCC2)cc1 (stereo unspecified)	8%	1%	-38%	14%	-13%	-42%[59 µM]	-15%	-29%	1%
CCc1nnc(NC(=O)C(C)C)s1	14%	-20%	13%	-1%	-7%	-1%	5%	13%	38%
O=c1c(-c2ccccc2)nc2cnc(N3CCNCC3)nc2n1Cc1cccs1	3%	-3%[60.1 µM]	.	4%	.	-40%[12.7 µM]	.	.	.
C=CCN1C(=O)C(C)(C)Nc2ccccc21	-2%	-10%	-1%	2%	1%	-2%[12.7 µM]	-4%	9%	1%
Fc1ccc(Nc2nc(-c3cccc(Cl)c3)c3c(n2)-c2ccccc2OC3)c(F)c1	.	-14%	12%	-5%	-14%	3%[59 µM]	-1%	16%	8%
O=C(CSCc1nc2scc(-c3cccs3)c2c(=O)[nH]1)Nc1ccccn1	-5%	-13%	-13%	1%	-11%	.	-7%	-27%	-8%
O=C(Oc1ccccc1N1C(=O)C2CCCCC2C1=O)c1ccccc1F (stereo unspecified)	19%	-3%	-1%	-16%	-12%	?	-5%	30%[activator]	48%
O=C(Nc1ccccc1)c1cccc(S(=O)(=O)NC2CCCC2)c1	5%	2%	-5%	-9%	5%	-1%	-9%	-9%	-21%
Cn1c(SCc2cccc([N+](=O)[O-])c2)nc2c(c1=O)SCC2	6%	-11%	71µM*	-8%	-4%	?	?	27%	?
CN(Cc1ccc(F)cc1)C(=O)COc1ccc2ccccc2c1	-1%	-4%	15%	-6%	-10%	22%	-12%	11%	29%
Cc1cc(C(=O)OCC(=O)Nc2ccc(F)c(F)c2)c(C)o1	3%	-13%	-9%	-8%	-6%	17%[59 µM]	?	8%	13%
COc1cccc2cc(NC(=O)C3CCCCC3)c(=O)oc12	1%	0%	11%	-2%	8%	32%[12.7 µM]	-6%	42%[activator]	23%

Part of the list above in another layout.
O=C(CSCc1nc2scc(-c3cccs3)c2c(=O)[nH]1)Nc1ccccn1
  APE1 inh = -5%
  POLK inh = -13%
  BAZ2B inh = -13%
  BLM helicase inh = 1%
  Pol eta inh = -11%
  G9a block = .
  Anesthetic bind = -7%
  Pol iota inh = -27%
  Pol beta inh = -8%
COc1cccc2cc(NC(=O)C3CCCCC3)c(=O)oc12
  APE1 inh = 1%
  POLK inh = 0%
  BAZ2B inh = 11%
  BLM helicase inh = -2%
  Pol eta inh = 8%
  G9a block = 32%[12.7 µM]
  Anesthetic bind = -6%
  Pol iota inh = 42%[activator]
  Pol beta inh = 23%

Another view of some results above:
Every second line gives: APE1 inh | POLK inh | BAZ2B inh | BLM helicase inh | Pol eta inh | G9a block | Anesthetic bind | Pol iota inh | Pol beta inh
> Cn1c(SCc2cccc([N+](=O)[O-])c2)nc2c(c1=O)SCC2
→ 6% | -11% | 71µM* | -8% | -4% | ? | ? | 27% | ?
> CN(Cc1ccc(F)cc1)C(=O)COc1ccc2ccccc2c1
→ -1% | -4% | 15% | -6% | -10% | 22% | -12% | 11% | 29%
> Cc1cc(C(=O)OCC(=O)Nc2ccc(F)c(F)c2)c(C)o1
→ 3% | -13% | -9% | -8% | -6% | 17%[59 µM] | ? | 8% | 13%

(cont.)
molecule	APE1 inh	POLK inh	BAZ2B inh	BLM helicase inh	Pol eta inh	G9a block	Anesthetic bind	Pol iota inh	Pol beta inh
Cc1cnc(CNc2cc(-c3ccccc3C)ncn2)cn1	-6%	5%[60.1 µM]	.	0%	.	?	.	.	.
O=C(CSc1nnc2[nH]c(=O)cc(-c3ccccc3)n12)Nc1ccccc1C(F)(F)F	.	-9%[60.1 µM]	3%	2%	2%	-7%[59 µM]	76%[activator]	7%	5%
COc1cc(C(=S)N2CCCCC2)ccc1OCC(=O)N1CCCC1	0%	-5%	11%	5%	-11%	-6%[12.7 µM]	3%	-1%	35%
COc1ccc(S(=O)(=O)NCC2CCCN(C(=O)CCSC)C2)cc1 (stereo unspecified)	-6%	-3%	8%	0%	-15%	4%	-2%	33%	?
Cc1ccc(OCCCC(=O)Nc2cc(Cl)ccc2-n2cncn2)cc1	22%	-9%	-3%	.	-14%	-1%[2.33 µM]	.	20%	.
COc1ccc(NC(=O)c2cc(-c3ccccc3)nc3c2c(C)nn3-c2ccccc2)c(OC)c1	-2%	-3%	1%	3%	-10%	-3%[59 µM]	-10%	23%	11%
COc1ccc(-c2c(-c3ccc(OC)cc3O)nc(C)nc2C(F)(F)F)cc1	7%	-17%	-1%	-3%	-12%	1%	5%	0%	25%
Cc1cc(F)ccc1NC(=O)c1ccc(NS(=O)(=O)c2cc(C(C)(C)C)ccc2C)cc1	-1%	-11%	-7%	-12%	-14%	12%	-5%	6%	-12%
COC(=O)c1ccc(Oc2c(C)oc3c(CN4CCN(C)CC4)c(O)ccc3c2=O)cc1	-8%	-7%	-29%	-3%	-20%	3%[12.7 µM]	284%[activator]	29%	21%
COc1ccc2c(CNCCc3ccccc3C)c(C(=O)O)n(Cc3ccccc3C)c2c1	.	-6%	-11%	-5%	-2%	-17%[59 µM]	3%	-6%	24%
CCOC(=O)c1ccc(Oc2nc(SC)nc(N(C)C)n2)cc1	-4%	2%	39%	-9%	-13%	37%[59 µM]	2%	-5%	3%

5 of the entries above in order of their number in BLM helicase inh, lowest first.
SMILES,APE1 inh,POLK inh,BAZ2B inh,BLM helicase inh,Pol eta inh,G9a block,Anesthetic bind,Pol iota inh,Pol beta inh
CCOC(=O)c1ccc(Oc2nc(SC)nc(N(C)C)n2)cc1,-4%,2%,39%,-9%,-13%,37%[59 µM],2%,-5%,3%
COc1ccc2c(CNCCc3ccccc3C)c(C(=O)O)n(Cc3ccccc3C)c2c1,.,-6%,-11%,-5%,-2%,-17%[59 µM],3%,-6%,24%
COC(=O)c1ccc(Oc2c(C)oc3c(CN4CCN(C)CC4)c(O)ccc3c2=O)cc1,-8%,-7%,-29%,-3%,-20%,3%[12.7 µM],284%[activator],29%,21%
Cc1cnc(CNc2cc(-c3ccccc3C)ncn2)cn1,-6%,5%[60.1 µM],.,0%,.,?,.,.,.
COc1cc(C(=S)N2CCCCC2)ccc1OCC(=O)N1CCCC1,0%,-5%,11%,5%,-11%,-6%[12.7 µM],3%,-1%,35%

Source: PubChem
